Assay outcomes deposited in PubChem by NCI.
All columns: NCI-60 one-dose screen, growth in % after 48 h at 10 µM unless noted; 100 = growth as untreated, 0 = no growth, -100 = all killed.
DU-145: DU-145 prostate cancer; 4.2% of 81,000 active; AID 1794760
SF-539: SF-539 CNS cancer; 6.8% of 81,000 active; AID 1794752
SN12C: SN12C renal cancer cells | 3.8% of 81,000 active | AID 1794767
UO-31: UO-31 renal cancer; 5.2% of 81,000 active
SF-295: SF-295 CNS cancer cells. 5.6% of 79,000 active. AID 1794758
786-0: 786-0 renal cancer cells | 5.1% of 81,000 active
PC-3: PC-3 prostate cancer cells. 3.9% of 80,000 active. AID 1794754
TK-10: TK-10 renal cancer cells | 3.9% of 81,000 active | AID 1794769
U251: U251 CNS tumor cells; 5.4% of 80,000 active; AID 1794753
* = called active by the depositor; . = no result given; & = joins results of further samples. The calls were made as follows: active = growth percent below 10; inactive = the rest. Some of the compounds tested. The share of hits here may be higher or lower than overall.

SMILES	DU-145	SF-539	SN12C	UO-31	SF-295	786-0	PC-3	TK-10	U251
NCCc1ccc(N)cc1	105	98	96	84	102	104	104	101	96
C/C(=N\N=C(N)N)c1ccccc1	115	98	97	83	101	96	94	95	106
CN(C)C1CCc2[nH]c3c(F)cc(F)cc3c2C1 (stereo unspecified)	107	97	95	79	.	95	.	86	98
c1ccc2c(c1)Nc1ccccc1S2	88	90	94	73	73	91	56	97	85
COc1ccc(C(Cc2ccccc2)NC(C)C)cc1 (stereo unspecified)	109	104	93	84	88	97	85	95	97
c1ccc2c(CCN3CCCCC3)c[nH]c2c1	103&114	108&114	97&107	71	95&87	110&105	74&92	116&122	99
COC(=O)[C@@]1(C)CC[C@]2(C)CC[C@]3(C)C4=CC=C5C(=CC(=O)C(O)=C5C)[C@]4(C)CC[C@@]3(C)[C@@H]2C1	-97*	-100*	-88*	-99*	-92*	-90*	-89*	-96*	-97*
COc1ccc(NN)cc1	109	104	106	75	95	68	79	100	91
ClCCN(CCCl)c1ccc(/C=C/c2ccccc2)cc1	91	103	91	85	97	94	91	93	82
C=CCSSCC=C	112	99	104	94	93	92	103	89	104
CC(=O)c1ccc(N2CCN(C)CC2)cc1	115	107	93	98	128	95	98	113	112
CCCCCCc1cc(O)c2c3c(c(=O)oc2c1)CCC(C)C3 (stereo unspecified)	107	110	93	79	60	104	87	107	96
Oc1c(Br)cc(Br)cc1Br.[Cu+2]	108	107	110	81	98	115	103	117	110
CC(=O)NC(NP(=O)(N(C)C)N(C)C)C(Cl)(Cl)Cl (stereo unspecified)	112	91	107	93	171	96	89	119	101
CC(=O)Nc1ccc(-c2ccccc2)cc1	98	110	102	85	103	76	99	92	95
O=NN(CC(=O)O)Cc1ccccc1	111	98	96	91	98	100	97	91	95
O=C(Nc1cccc(S(=O)(=O)F)c1)c1ccc([N+](=O)[O-])cc1	99	88	100	78	92	93	84	103	92
CC(=O)O[C@H]1CCC2(C)C(=CCC3C2CCC2(C)/C(=N/OC(=O)c4ccc(N(CCCl)CCCl)cc4)CCC32)C1 (stereo partly specified)	79	51	47	-12*	63	48	48	80	-27*
C[N+](C)(C)Cc1ccccc1	121&120	98&100	115&98	94&100	101&102	105&107	83&94	111	101&100
Nc1ccccc1Cl	112	102	98	76	.	105	115	69	104
CC(Br)(C(=O)O)C(Br)C(=O)O (stereo unspecified)	106	98	105	92	.	95	98	106	99
CCOC12CC3C4=CCOC5CC(=O)N6c7ccccc7C1(CCN2C4)C6C53 (stereo unspecified)	102	99	101	77	.	102	100	99	97
c1ccc(Nc2nc(-c3ccc(-c4ccccc4)cc3)c[se]2)cc1	93	102	87	88	90	78	88	91	76
COc1ccc(/C=C(/C(=O)N2CCCC2)c2cc(OC)c(OC)c(OC)c2)cc1N	25	3.1*	41	52	17	25	15	75	31
CC[C@H](NC(=O)[C@H]1CCCCN1C)C(=O)N(C)[C@H](C[C@@H](OC(C)=O)c1nc(C(=O)N[C@@H](Cc2ccccc2)C[C@H](C)C(=O)O)cs1)C(C)C	0.5*	-12*	17	42	0.5*	11	23	69	15
CC1(C)C(C(=O)c2cn(CCO)c3ccccc23)C1(C)C	110	99	107	84	98	115	95	119	102
C[S+]1C=Cc2ccccc2C1c1ccc(Cl)cc1 (stereo unspecified)	100	104	96	76	68	111	73	101	67
CN1[C@@H](CC(=O)c2ccccc2)CCC[C@H]1CC(=O)c1ccccc1	108	111	97	84	97	108	93	.	103
O=C1OCCC1Br (stereo unspecified)	106	96	103	96	105	106	99	104	92
Nc1cc(Cl)ccc1Cl	108	107	115	99	106	99	101	87	111
S=C(SSC(=S)N1CCCCC1)N1CCCCC1	107	104	96	102	97	99	84	109	88
ClC1=C(Cl)[C@]2(Cl)[C@@H]3[C@@H]([C@H]4C=C[C@@H]3C4)[C@@]1(Cl)C2(Cl)Cl	115	120	114	87	114	107	91	100	111
CC12CCC(O)CC1CCC1C2CCC2(C)C(C(=O)CO)CCC12 (stereo unspecified)	96	89	98	76	100	97	88	95	.
CCc1ccc([N+](=O)[O-])cc1	112	88	93	.	109	.	96	96	108
CCCCn1cc(C(=O)/C(C#N)=C/c2cc3cc(C)ccc3nc2Cl)c2ccccc21	102	89	86	63	96	94	90	107	89
COCCNC(=O)c1c(N)n(Cc2ccco2)c2nc3ccccc3nc12	98	83	105	32	110	83	24	92	92
O=C(CN1CCCC1=O)NCc1cc(Cl)cc(Cl)c1O	103	.	92	96	102	106	93	111	97
COc1ccc(CCC(C)N)cc1 (stereo unspecified)	102	96	107	86	107	102	96	94	105
CCCCOCCOP(OCCOCCCC)OCCOCCCC	109	97	92	.	96	92	101	95	107
O=C(c1ccccc1O)c1[nH]c(Cl)c(Cl)c1-n1c(C(=O)c2ccccc2O)cc(Cl)c1Cl	19	7.9*	-14*	-3.7*	-26*	-9.1*	-13*	6.7*	-12*
O=C(/C=C/c1sc(N(CCCl)CCCl)nc1Cl)c1ccc(Cl)cc1	109	94	94	77	106	98	86	134	83
CCC(C)C1(CC)C(=O)NC(=S)NC1=O (stereo unspecified)	104	94	.	88	99	101	98	99	105
Cc1ccc2c(C)ccc(C)c2c1	113	100	104	94	102	97	97	107	102
CC12CCC3C(CCC4=CC(=O)CCC43CF)C1CCC2=O (stereo unspecified)	116	106	113	88	106	106	97	115	111
C[C@@H]1C[C@@]2(C)C(=CC1=O)CC[C@H]1[C@@H]3CC[C@](C)(O)[C@@]3(C)C[C@@H]3O[C@@]312	101	101	108	75	108	119	94	103	97
O=[N+]([O-])c1cc(C(F)(F)F)cc([N+](=O)[O-])c1Cl	122	102	101	73	106	104	102	107	97
C=CC1CN2CCC1CC2C(O)c1ccnc2ccccc12 (stereo unspecified)	111	121	109	67	121	108	56	142	115
CC1=C(CNO)C2=C(C)C3(CC3)[C@@](C)(O)C(=O)C2=C1	5.0*	-35*	19	-58*	-4.8*	-17*	5.6*	-0.3*	-14*
CNC(=O)OCCOC(=O)c1ccc(OC(=O)NC)cc1	92	96	90	80	125	119	92	106	113
C/C(Cc1ccc(Cl)cc1)=C(\c1ccc(OCCN2CCOCC2)cc1)c1ccc(OC(=O)Cc2ccccc2)cc1	107	108	94	67	100	93	82	87	97
O=C1NC(=O)C(=Cc2cccn2CCCCn2c3ccccc3c(=O)c3ccccc32)C(=O)N1	92	85	87	63	79	87	86	92	76
O=[N+]([O-])c1ccc(O)c([N+](=O)[O-])c1 (tested in a mixture with another compound)	101	93	101	80	91	104	97	108	99
OCC1CN1C1CCCCC1 (stereo unspecified)	118	96	103	110	108	100	87	99	95
Cc1ccc(-c2nc(-c3ccc(N=Cc4ccc(N(CCCl)CCCl)cc4C)cc3)cs2)cc1	66	45	59	59	44	68	64	133	71
CC1CN1P(=S)(c1ccccc1)N1CC1C (stereo unspecified)	96&125	91&109	97&93	91&88	96&115	101&100	93&98	87&96	87&111
COC(=O)CCN1CC1(C)C (stereo unspecified)	104	91	96	90	94	101	92	109	99
Oc1cccc(N2CC2)c1	115	106	98	82	107	99	84	97	92
CC(=O)Nc1ccc(S(=O)(=O)F)cc1	112	99	106	98	110	98	95	102	101
Cc1ccc(C(=O)OC(C(=O)O)C(OC(=O)c2ccc(C)cc2)C(=O)O)cc1 (stereo unspecified) (tested in a mixture with another compound)	76	70	39	.	62	46	29	93	54
CCOP(=O)(OCC)ON1C(=O)c2cccc3cccc(c23)C1=O	100	86	93	65	83	91	93	111	84
(more compounds)
SMILES	DU-145	SF-539	SN12C	UO-31	SF-295	786-0	PC-3	TK-10	U251
CC1=C2CCC3C(CCC4(C)C(O)CCC34)C2CCC1=O (stereo unspecified)	104	104	100	93	105	103	106	102	95
CC1CCCCC12C(=O)NC(=O)NC2=O (stereo unspecified)	100&117	108&103	105&100	89&85	101&103	94&112	112&101	97&104	96&98
O=C1Nc2ccccc2Oc2ccc(S(=O)(=O)CC3CS3)cc21 (stereo unspecified)	106	101	101	87	99	108	95	108	95
CO[C@@H]([CH2][Hg][O]C(=O)c1ccccc1)[C@@H]([CH2][Hg][O]C(=O)c1ccccc1)OC	91	102	98	89	106	101	89	128	93
ClC(Cl)(Cl)c1ccccc1	130	111	102	86	128	100	98	98	100
CC(=O)O[C@@H]1C[C@H]2O[C@@H]3C=C(C)CC[C@]3(C)[C@]1(C)[C@]21CO1	17	-23*	21	53	34	7.1*	25	67	5.9*
CCC(C)(C)[C@H](NC(=O)[C@H]1CCCCN1C)C(=O)N(C)[C@H](C[C@@H](OC(C)=O)c1nc(C(=O)N[C@@H](Cc2ccccc2)C[C@H](C)C(=O)O)cs1)C(C)C	0.2*	-31*	18	33	-7.5*	11	25	35	12
NC1(c2cn(-c3cccc(Cl)c3)nn2)CCCCC1	102	98	97	80	101	91	97	100	89
O/N=C/c1ccc2c(c1)OCO2	98	99	101	82	108	101	101	86	98
O=C(CCCCCCC(=O)Nc1ccc(N(CCCl)CCCl)cc1)NO	29	31	19	62	33	23	55	38	18
Cc1cc(C)nc(C)c1.[Cl][Hg][Cl]	102	103	104	96	95	104	95	108	92
COc1ccc(C(=O)O)cc1OC	110	95	104	87	109	103	91	114	104
CC(=O)O[C@H](C[C@H](C(C)C)N(C)C(=O)[C@@H](NC(=O)[C@H]1CCCCN1C)C(C)C)c1nc(C(=O)NC2CCC(C(=O)O)CC2)cs1 (stereo partly specified)	41	27	13	76	35	46	48	74	33
CC12CC=CCC1CCC1C2CCC2(C)C(c3ccc(=O)oc3)CCC12O (stereo unspecified)	-98*	-94*	-13*	-91*	-37*	-42*	-6.9*	-62*	-73*
C[C@H]1[C@H](OC(=O)CCC(=O)N(CCCc2cn(-c3ccc([N+](=O)[O-])cc3)nn2)CCNc2ccnc3cc(Cl)ccc23)O[C@@H]2OC3(C)CC[C@H]4[C@H](C)CC[C@@H]1[C@@]24OO3	54	38	55	18	46	47	41	51	56

Three entries out of the list, sorted by heavy-atom count, largest number first:
SMILES	DU-145	SF-539	SN12C	UO-31	SF-295	786-0	PC-3	TK-10	U251
C[C@@H]1C[C@@]2(C)C(=CC1=O)CC[C@H]1[C@@H]3CC[C@](C)(O)[C@@]3(C)C[C@@H]3O[C@@]312	101	101	108	75	108	119	94	103	97
ClCCN(CCCl)c1ccc(/C=C/c2ccccc2)cc1	91	103	91	85	97	94	91	93	82
COc1ccc(NN)cc1	109	104	106	75	95	68	79	100	91

The list continues:
SMILES	DU-145	SF-539	SN12C	UO-31	SF-295	786-0	PC-3	TK-10	U251
C=C[Si]12OCCN(CCO1)CCO2	108	96	106	95	92	98	99	104	100
O=S(=O)(F)c1ccc(O)cc1	106	103	103	95	116	94	102	85	.
Nc1nnnc2nc[nH]c12	3.7*	14	11	3.6*	0.6*	0.1*	11	33	19
O=C(O)c1cc(CBr)ccc1O	113	106	.	113	98	107	102	100	104
COc1ccc(C(C)(C)CC(C)(C)C)cc1	120	102	96	.	118	.	92	100	103
S=P(N1CCOCC1)(N1CC1)N1CC1	104	103	87	101	99	122	92	100	97
c1c2c(cc3c1OCO3)CNCC2	110	105	102	90	90	97	102	99	95
O=C1NC(=O)C(F)C(O)N1 (stereo unspecified)	107	91	103	98	97	95	98	95	94
CC(C)OC1CCCC(O)C1CC(=O)O (stereo unspecified)	126	90	95	95	103	107	123	96	103
C[C@]12CCC(=O)CC1CC[C@@H]1C2CC[C@@]2(C)C1CC[C@@H]2OC(=O)CC[Se][Se]CCC(=O)O[C@H]1CCC2[C@@H]3CCC4CC(=O)CC[C@]4(C)C3CC[C@@]21C (stereo partly specified)	110	103	103	91	97	107	89	77	81
Cn1c(O)c(/C=C2\C=c3ccccc3=NC2=O)c(=O)n(C)c1=O	108	94	99	73	104	104	95	112	98
CC[C@@]1(O)C[C@H](OC2CC(N(C)C)C(O)C(C)O2)c2c(O)c3c(c(O)c2[C@H]1OC1CC(N(C)C)C(O)C(C)O1)C(=O)c1cccc(O)c1C3=O (stereo partly specified)	-4.8*	-49*	11	-34*	-27*	-2.7*	-62*	-25*	-22*
CCN1C(=O)C(=C/C=C/c2ccccc2)C(=O)N(CC)C1=O	76	109	76	70	105	106	62	94	55
CC(C)=CCc1c(O)c(C(=O)CC(C)C)c(O)c2c(-c3ccccc3)cc(=O)oc12	62	69	34	45	43	66	20	57	41

Among those listed so far, these have four or more nitrogen atoms:
SMILES	DU-145	SF-539	SN12C	UO-31	SF-295	786-0	PC-3	TK-10	U251
C/C(=N\N=C(N)N)c1ccccc1	115	98	97	83	101	96	94	95	106
CC(=O)NC(NP(=O)(N(C)C)N(C)C)C(Cl)(Cl)Cl (stereo unspecified)	112	91	107	93	171	96	89	119	101
CC[C@H](NC(=O)[C@H]1CCCCN1C)C(=O)N(C)[C@H](C[C@@H](OC(C)=O)c1nc(C(=O)N[C@@H](Cc2ccccc2)C[C@H](C)C(=O)O)cs1)C(C)C	0.5*	-12*	17	42	0.5*	11	23	69	15
COCCNC(=O)c1c(N)n(Cc2ccco2)c2nc3ccccc3nc12	98	83	105	32	110	83	24	92	92
O=C1NC(=O)C(=Cc2cccn2CCCCn2c3ccccc3c(=O)c3ccccc32)C(=O)N1	92	85	87	63	79	87	86	92	76
CCC(C)(C)[C@H](NC(=O)[C@H]1CCCCN1C)C(=O)N(C)[C@H](C[C@@H](OC(C)=O)c1nc(C(=O)N[C@@H](Cc2ccccc2)C[C@H](C)C(=O)O)cs1)C(C)C	0.2*	-31*	18	33	-7.5*	11	25	35	12
NC1(c2cn(-c3cccc(Cl)c3)nn2)CCCCC1	102	98	97	80	101	91	97	100	89
CC(=O)O[C@H](C[C@H](C(C)C)N(C)C(=O)[C@@H](NC(=O)[C@H]1CCCCN1C)C(C)C)c1nc(C(=O)NC2CCC(C(=O)O)CC2)cs1 (stereo partly specified)	41	27	13	76	35	46	48	74	33
C[C@H]1[C@H](OC(=O)CCC(=O)N(CCCc2cn(-c3ccc([N+](=O)[O-])cc3)nn2)CCNc2ccnc3cc(Cl)ccc23)O[C@@H]2OC3(C)CC[C@H]4[C@H](C)CC[C@@H]1[C@@]24OO3	54	38	55	18	46	47	41	51	56
Nc1nnnc2nc[nH]c12	3.7*	14	11	3.6*	0.6*	0.1*	11	33	19
